H37Rv inhibition – M. tuberculosis growth inhibition, HTS (AID 449762) | M. tuberculosis H37Rv growth inhibition, 7H9 media; higher % means a stronger effect | inhibition, % at 25 µM, or IC50 in µM where a hit was titrated | hit rate 0.59% among 330,000; in the data active = a potency from the dose series; inconclusive = inhibition above about 70% without an active follow-up result;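 also: bacterial growth assessed after seven days of incubation; strong numbers were not always called active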
H1N1 NS1A inhibition – H1N1 influenza NS1A inhibitors, functional cell based assay (AID 504329) | hit rate 0.3% among 340,000 | inhibition, % at 12.5 µM; hits with a dose series show IC50 in µM | NS1A functional cell-based assay, percent inhibition; higher % means a stronger effect; in the data active = a potency from the dose series; inconclusive = inhibition above about 27% without an active follow-up result; also: strong numbers were not always called active
PhoP GFP inhibition – PhoP regulon inhibitors, Salmonella typhi PhoP promoter GFP reporter, confirmatory (AID 1850) | Salmonella Typhi PhoP-promoter GFP reporter, fluorescence, 4 h; higher % means a stronger effect | inhibition, % at 50 µM, or IC50 in µM where a hit was titrated | hit rate 0.33% among 310,000; in the data active = a potency from the dose series; inconclusive = inhibition mostly from about 25% at the one dose, without a potency; inactive = the rest, 99 in 100 with inhibition below about 19%;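 also: 0% = induced wells with vehicle and 100% = uninduced wells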
M. tuberculosis – growth inhibition of non-replicating M. tuberculosis (AID 488890); inhibition, % at 25 µM; hits with a dose series show IC50 in µM; Mycobacterium tuberculosis non-replicating, growth inhibition; higher % means a stronger effect; hit rate 0.39% among 320,000; in the data active = a potency from the dose series; inconclusive = inhibition mostly from about 82% at the one dose, without a potency; inactive = the rest, 99 in 100 with inhibition below about 76%;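 also: plate controls were DMSO cells for no effect and high antibiotic wells for full effect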
inhibitors of VEEV – inhibitors of VEEV TC-83 cytopathic effect, confirmation, Vero cells (AID 588727) | Vero cells, VEEV TC-83 cytopathic effect inhibition; higher % means a stronger effect | hit rate 0.13% among 350,000 | one-dose inhibition, % at 20 µM; IC50 in µM for titrated hits; in the data active = a potency from the dose series; inconclusive = inhibition mostly from about 14% at the one dose, without a potency; inactive = the rest, 99 in 100 with inhibition below about 12%; also: strong numbers were not always called active
inhibitors of VEEV 10K pilot screen – second read-out of inhibitors of VEEV, no call of its own (marks repeat the call); inhibition, %; measured here: 10K pilot screen inhibition
Numbers without * were called inactive; i = inactive; ? = inconclusive; . = not tested or not shown.

SMILES	H37Rv inhibition	H1N1 NS1A inhibition	PhoP GFP inhibition	M. tuberculosis	inhibitors of VEEV	others
Cc1cc(C)c(C(=O)N2CCCC(Nc3ccc(F)cc3)C2)o1 (configuration not stated)	-4%	-4%	-14%	-4%	0.7%
O=C(NC1CCCCC1)NC1CC2CCC(C1)N2C(=O)NCc1ccccc1 (configuration not stated)	-11%	.	-11%	46%	.
CN(Cc1ccccc1)S(=O)(=O)c1cccc2nsnc12	-5%	-2%	7%	2%	0.8%
O=c1cc(-c2ccc(O)cc2)oc2ccccc12	-4%	7%	-14%	62%	3.1%
CC(=O)N1CCc2cc(Br)cc(S(=O)(=O)N3CCN(C(=O)c4ccco4)CC3)c21	2%	11%	1%	8%	i
Cc1nnc(SCc2nc3ccccc3[nH]2)s1	6%	-15%	2%	10%	2.2%
CCOc1ccc(CCNC(=O)C2CCCN2C(=O)OCc2ccccc2)cc1OCC (configuration not stated)	7%	4%	-4%	13%	i
C=C(C)Cn1c(N2CCN(CC)CC2)nc2c1c(=O)[nH]c(=O)n2C	-3%	5%	3%	-26%	i
Cc1cccc(S(=O)(=O)Nc2cccc(-c3cn4ccsc4n3)c2)c1	-1%	-1%	10%	23%	7.3%
COc1ccc(Cl)cc1NS(=O)(=O)N1CCOCC1	-11%	-5%	-2%	-13%	6.0%
Cc1ccc(CSCC(=O)Nc2ccc(N3CCOCC3)cc2N2CCOCC2)cc1	0%	-2%	-5%	14%	1.1%
CCOC(=O)C(CCc1nnc(N)s1)C(=O)OCC	-6%	-14%	0%	5%	0.0%

The final 5 compounds of the part above come first, to join the parts.
SMILES	H37Rv inhibition	H1N1 NS1A inhibition	PhoP GFP inhibition	M. tuberculosis	inhibitors of VEEV	others
C=C(C)Cn1c(N2CCN(CC)CC2)nc2c1c(=O)[nH]c(=O)n2C	-3%	5%	3%	-26%	i
Cc1cccc(S(=O)(=O)Nc2cccc(-c3cn4ccsc4n3)c2)c1	-1%	-1%	10%	23%	7.3%
COc1ccc(Cl)cc1NS(=O)(=O)N1CCOCC1	-11%	-5%	-2%	-13%	6.0%
Cc1ccc(CSCC(=O)Nc2ccc(N3CCOCC3)cc2N2CCOCC2)cc1	0%	-2%	-5%	14%	1.1%
CCOC(=O)C(CCc1nnc(N)s1)C(=O)OCC	-6%	-14%	0%	5%	0.0%
O=C(/C=C\NCC(=O)c1ccccc1)c1ccc2ccccc2c1	3%	8%	2%	71%	2.4%
O=C(N/N=C/c1ccco1)c1ccc2nc[nH]c2c1	-9%	-13%	-2%	-15%	0.1%
NC(=O)CC(CC(=O)OCc1ccccc1)c1ccccc1 (configuration not stated)	0%	-13%	-5%	-12%	0.7%
CCN1CCN(S(=O)(=O)c2ccc(Cl)c(C(=O)Nc3ccccc3N3CCCCC3)c2)CC1	25%	8%	4%	13%	5.8%
CCCC(=O)Nc1ccc(NC(=O)c2cccs2)cn1	-7%	21%	11%	-17%	2.9%
Cc1cc(C)cc(NC(=O)CSc2nccn2Cc2ccco2)c1	-6%	-10%	-1%	6%	2.0%
O=C(NNC(=O)c1cc(Cl)nc2ccccc12)c1ccccc1F	4%	2%	-1%	5%	7.6%
O=C(NCC1CCCO1)/C(=C\c1ccccc1F)NC(=O)c1ccccc1 (configuration not stated)	-1%	-1%	-3%	-4%	i
COC(=O)[C@@H](NC(=O)Nc1cccc(Br)c1)C(C)C	-6%	8%	-6%	6%	0.6%
CC(=O)Nc1ccc(NC(=O)Cn2nc([N+](=O)[O-])c(Br)c2C)cc1	-6%	-5%	8%	15%	1.1%
COc1ccc(OC)c(NC(=O)CSc2ncnc3c2cnn3-c2ccccc2Cl)c1	0%	12%	2%	19%	8.5%
COc1cccc(CNC(=O)C2CCCN(S(=O)(=O)N3CC(C)CC(C)C3)C2)c1 (configuration not stated)	0%	-6%	-3%	8%	i
O=C(COC(=O)c1ccc([N+](=O)[O-])o1)Nc1cccc(S(=O)(=O)N2CCCCC2)c1	52%	2%	9%	?	0.3%
CCC(C)c1ccc(O)c(NC(=S)NC(=O)c2cccnc2)c1 (configuration not stated)	?	-9%	-2%	?	2.1%
CCOC(=O)C1=C(N)Oc2ccccc2C12C(=O)N(CC(=O)OC)C(CC(=O)OC)=C2C(=O)OC (configuration not stated)	-12%	16%	1%	0%	1.5%
C[C@H](CO)N1C[C@H](C)[C@@H](CN(C)S(C)(=O)=O)Oc2ccc(NC(=O)Nc3ccc4c(c3)OCO4)cc2C1=O	9%	-9%	.	7%	i
Cc1c(C)[n+](=O)c(-c2ccco2)c(C)n1[O-]	-6%	14%	-10%	-14%	2.0%
O=S(=O)(c1cccc2c(S(=O)(=O)N3CCCC3)cccc12)N1CCCC1	-2%	9%	7%	-8%	1.1%
CCN(CC(=O)Nc1c(F)cccc1F)C(=O)c1ccc(N2CCCC2)c([N+](=O)[O-])c1	5%	-14%	6%	4%	3.5%
COc1ccc(/C=C2\SC(=O)N(CCNC(=O)C3CC(=O)N(c4ccccc4)C3)C2=O)cc1 (configuration not stated)	-4%	-6%	-3%	11%	i
CC(=O)N1CCC2(CC1)C/C(=N\NC(=S)Nc1ccccc1C)c1cc(O)ccc1O2	-1%	5%	2%	63%	5.5%
S=c1[nH]nc(COc2ccccc2)n1/N=C/c1ccccn1	6%	-5%	-21%	7%	1.6%
O=C(N/N=C/c1cccc(Oc2ccccc2)c1)c1ccccc1Br	2%	-3%	1%	34%	0.3%
Cc1ccc(-n2nc(C)c3c(=O)[nH]c(C(F)(F)F)nc32)cc1	0%	.	7%	28%	.
CC(C)Cn1cnc2c(c1=N)C(c1ccccc1)C1=C(CC(C)(C)CC1=O)O2 (configuration not stated)	4%	1%	-5%	15%	7.7%
O=C(CSc1nnc2ccccn12)Nc1ccc2c(c1)OCO2	-5%	-7%	12%	-17%	i
COc1ccccc1NC(=O)Cn1c(=O)n2nc(C)nc2c2ccccc21	1%	7%	-3%	30%	1.1%
Cc1cc(C)n(/N=C/c2cccs2)c(=O)c1C#N	-1%	-2%	-12%	0%	6.0%
CC1C/C(=N\NC(=O)CCc2ccc(S(=O)(=O)N3CCOCC3)cc2)CC(C)(C)C1 (configuration not stated)	-5%	0%	9%	-7%	i
CC(=O)c1c(C(C)=O)c(C)n(C2CCCCC2)c1C	1%	9%	-3%	-6%	2.4%
C=CCNc1nc(C)nc(OC)n1	-11%	3%	6%	1%	1.7%	inhibitors of VEEV 10K pilot screen=1.5
CS(=O)(=O)Cc1ccc(C(=O)N2CCCC2c2cccs2)cc1 (configuration not stated)	22%	7%	-21%	.	2.8%
COc1ccc(Cl)cc1NC(=S)Nc1ccccc1F	-1%	0%	-3%	21%	3.4%
COc1ccc(CCNC(=O)c2ccc3c(=O)n4c(nc3c2)CCC4)cc1OC	.	2%	.	.	2.7%
Cc1onc(-c2ccccc2)c1-c1nnc(COC(=O)c2ccc(O)cc2)o1	.	-8%	.	.	9.1%
O=C(CCCn1cc([N+](=O)[O-])cn1)NC1CCCCCC1	3%	3%	10%	37%	0.5%
CCc1ccc(-c2nn(-c3cc(Cl)ccc3[N+](=O)[O-])c(=O)c3ccccc23)cc1	.	-3%	-4%	.	0.4%
COc1ccc(-c2nc(C(=O)NCCCN3CCOCC3)cc3c2[nH]c2ccccc23)cc1OC	19%	3%	4%	-3%	8.2%
Cc1cccc(NC(=S)N/N=C2\CC(C)(C)Oc3ccc(O)cc32)c1	5%	-1%	4%	12%	8.4%
O=S(=O)(/N=C(/c1ccccc1)N1CCCCC1)c1ccccc1	-1%	4%	17%	3%	i
Cc1ccccc1NC(=O)CCC(=O)N/N=C/c1ccc(F)cc1	2%	-7%	-18%	-2%	i
C[C@@H](NC(=O)c1nc[nH]c1C(=O)NCC(=O)OC(C)(C)C)c1ccccc1	-1%	-22%	-1%	69%	7.4%
Cc1csc(=N)n1Cc1ccccc1	1%	-3%	-3%	-6%	0.8%
Cc1[nH]c(=S)c(C#N)c(C)c1CCC#N	7%	9%	1%	-4%	i
Cc1cc(OCC(=O)NCc2cccnc2)c2c(C)c(C)c(=O)oc2c1	4%	4%	8%	2%	0.4%
COc1ccc(OC)c(NC(=S)NCc2cccnc2)c1	-1%	-4%	1%	76%	0.8%
CN(C(=O)c1cccc(NC(=O)Cc2ccccc2)c1)c1ccccc1	6%	-4%	-6%	16%	0.2%
COC(=O)c1c(NC(=O)c2ccc(N(C)S(=O)(=O)c3ccc(C)cc3)cc2)sc2c1CCCC2	15%	11%	-2%	3%	0.9%
COCc1cc(C)nc(Sc2nc3c(c(=O)n(C)c(=O)n3C)n2C)c1C#N	.	-6%	.	.	0.4%
CCn1cc(C(=O)N(C)c2ccc(OC)cc2OC)c2cc(OC)c(OC)cc2c1=O	5%	25%	5%	-13%	0.5%
Cc1cc(C)c2c(=O)[nH]c(SCc3ccccc3)nc2n1	0%	-3%	-5%	5%	1.1%	inhibitors of VEEV 10K pilot screen=3.4
Cc1ccnc(NC(=O)CCC(=O)N(CC(=O)NCc2ccccc2)Cc2cccs2)c1	-3%	10%	-5%	1%	6.8%
CN1CCN(C(=O)/C(=C\c2cccnc2)NC(=O)c2cccc(Br)c2)CC1	10%	-5%	-4%	0%	1.6%
Cc1ccc(C(=O)N/N=C\c2cccn2C)cn1	-2%	4%	6%	-3%	7.4%
CC(NC(=O)Nc1ncccn1)(C(F)(F)F)C(F)(F)F	-5%	4%	-3%	-5%	2.2%	inhibitors of VEEV 10K pilot screen=0.2
Cc1ccc(NC(=O)CC2SC(=NC3CCCCC3)NC2=O)cc1 (configuration not stated)	4%	-4%	-6%	-12%	1.3%
O=c1[nH][nH]c(C(F)(F)F)c1C=Nc1ccc(Cl)cc1	-3%	-7%	-9%	5%	3.7%
C[C@H]1CN=C(N(C)C)N1CCC1CCCCC1	7%	3%	-3%	-3%	0.6%
COc1ccc(C(=O)C2CCCN(C(=O)c3ccnn3C)C2)c(C)c1 (configuration not stated)	-2%	18%	-6%	8%	0.8%
C[C@H]1C=C(C(=O)N2CCN(Cc3ccc4c(c3)OCO4)CC2)O[C@@H](OCc2ccc(CO)cc2)C1	1%	12%	-2%	4%	0.1%

The results go on.
SMILES	H37Rv inhibition	H1N1 NS1A inhibition	PhoP GFP inhibition	M. tuberculosis	inhibitors of VEEV	others
COc1ccccc1N1CCN(C(=O)CCC(=O)Nc2nnc(C(C)C)s2)CC1	-3%	-4%	-9%	7%	1.8%
C=CCn1c2ccccc2c2nnc(SCC(=O)NC(C(=O)OC)C(C)C)nc21 (configuration not stated)	-1%	-5%	-3%	5%	i
CC12CCC(O)CC1=CCC1C2CCC2(C)C(c3ccn[nH]3)CCC12 (configuration not stated)	.	10%	.	.	4.2%
Cc1ccc(S(=O)(=O)NCCN2CCN(S(=O)(=O)c3ccccc3Cl)CC2)cc1	-9%	-6%	.	22%	i
CCN(CC)c1ccc(NC(=O)CCS(=O)(=O)c2ccc(Br)cc2)c(C)c1	4%	-1%	14%	-16%	1.7%
Cc1cc(=O)oc2cc(OCC(=O)N3C[C@H]4C[C@@H](C3)c3cccc(=O)n3C4)ccc12	-6%	4%	1%	-18%	1.7%
Cc1ccc(CNC(=O)c2ccc(Cn3nc(C)c(Cl)c3C)o2)cc1	-10%	2%	1%	24%	6.6%
COc1ccc2c(c1)CC/C(=C/c1cc(OC)c(OC)c(OC)c1)C2=O	50%	8%	1%	35%	1.2%
COc1ccccc1CN1CCCCCC1	6%	6%	1%	0%	i
COC1CCCN(Cc2cn(C)nc2-c2ccc(Oc3ccccc3)cc2)C1 (configuration not stated)	-8%	6%	-6%	7%	i
Cc1cc(C)nc(Nc2ccc(Cl)cc2C)n1	1%	-9%	3%	0%	0.6%
COc1ccccc1C1NC(=O)NC(C)=C1C(=O)OCc1ccccc1 (configuration not stated)	0%	-1%	1%	32%	1.2%
COc1ccc2cc(C(=O)N3CCCC(Nc4ccc(F)cc4)C3)n(C)c2c1 (configuration not stated)	-10%	-3%	-8%	3%	1.6%
CCCC[C@@H]1CN=C(N)N1CCc1cccc(F)c1	-2%	2%	-23%	3%	0.4%
COc1ccccc1CNCc1cc(OC)c(OC)cc1OC	2%	0%	7%	5%	0.3%

Three entries picked at random from the list so far:
SMILES	H37Rv inhibition	H1N1 NS1A inhibition	PhoP GFP inhibition	M. tuberculosis	inhibitors of VEEV	others
COc1ccc2cc(C(=O)N3CCCC(Nc4ccc(F)cc4)C3)n(C)c2c1 (configuration not stated)	-10%	-3%	-8%	3%	1.6%
COc1ccc(/C=C2\SC(=O)N(CCNC(=O)C3CC(=O)N(c4ccccc4)C3)C2=O)cc1 (configuration not stated)	-4%	-6%	-3%	11%	i
COC1CCCN(Cc2cn(C)nc2-c2ccc(Oc3ccccc3)cc2)C1 (configuration not stated)	-8%	6%	-6%	7%	i
